Integrin act MD: integrin-mediated muscular dystrophy alleviation activation; actives 0.064% (n = 350,000); alpha7betagal myoblasts, beta-gal FDG fluorescence, 48 h; Potency, µM (doses to about 38.3 µM), without a hit: at the highest dose activation, hits mostly activators;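 further: potency means the concentration at half of the fitted maximal effect; 100% = response of the positive control SU9516; nearly all actives have a fitted effect of over 60% in size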
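alpha7betagal+/- myoblasts (passage 13, 250/well) treated 48 h at 37C with compounds at 1:260 dilution of DMSO stock. Lysed, then beta-galactosidase activity read as FDG fluorescence (ex 480/em 540) after 30 min, with pre-read for autofluorescence.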
AT treatment: candidate therapy for ataxia-telangiectasia. […] A-T fibroblasts, KAP-1 phosphorylation AlphaLISA; neocarzinostatin DNA damage 30 min before lysis. Potency, µM (doses to about 57.5 µM), inactives show at the top dose activation, most hits filed as activators. actives 0.19% (n = 320,000). AID 485349; further: potency means the concentration at half of the fitted maximal effect; % of control where 0% means no effect; nearly all actives have a fitted effect of over 45% in size
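ATM-like activity read as KAP-1 phosphorylation via AlphaLISA donor/acceptor antibody pairs after lysis and 6 hr at 25C. Cells were ATM-null patient fibroblasts ([…], hTERT), dosed 60 min, then exposed to the DSB inducer NCS for 30 min.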
hERG WT inh: KCNH2 (human, wildtype) channel inhibition. U2OS, BacMam KCNH2, thallium flux FluxOr; hits give low values. Q12809. actives 0.37% (n = 340,000). activity change, % at 1.84 µM;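 active means maximum activity change below -70%; inconclusive means maximum activity change between -70% and -50%; inactive means maximum activity change above -50%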; further: on the % scale 0 is the no-effect control and ±100 the full control effect
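U2OS cells transduced with wild-type KCNH2 virus are loaded with FluxOr dye for 45 min, and thallium flux is measured in kinetic reads before and after stimulation buffer. Rate constants are normalized to DMSO controls.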
MBNL1 CUG block: blocks human MBNL1 binding to CUG repeat RNA | Q9NR56 | TR-FRET MBNL1-His/biotin-(CUG)12 binding, 665/545 ratio | Potency, µM (series often up to 57.5 µM), for inactives: top-dose activity change, negative = inhibition, hits mostly inhibitors | actives 0.036% (n = 280,000) | AID 2675; active means well fitted inhibition curve with a large enough effect in the signal ratio, with a control signal flat, not every such curve was filed as active; inconclusive means small, poorly fitted or top-dose-only effect, or effect the other way, or a change in a side signal; inactive means no such curve, though single readings can be large or run the other way; the % refers to the signal ratio; further: potency means the concentration at half of the fitted maximal effect; on the % scale 0 is the no-effect control and ±100 the full control effect
Target sequence (Q9NR56 whole entry, looked up): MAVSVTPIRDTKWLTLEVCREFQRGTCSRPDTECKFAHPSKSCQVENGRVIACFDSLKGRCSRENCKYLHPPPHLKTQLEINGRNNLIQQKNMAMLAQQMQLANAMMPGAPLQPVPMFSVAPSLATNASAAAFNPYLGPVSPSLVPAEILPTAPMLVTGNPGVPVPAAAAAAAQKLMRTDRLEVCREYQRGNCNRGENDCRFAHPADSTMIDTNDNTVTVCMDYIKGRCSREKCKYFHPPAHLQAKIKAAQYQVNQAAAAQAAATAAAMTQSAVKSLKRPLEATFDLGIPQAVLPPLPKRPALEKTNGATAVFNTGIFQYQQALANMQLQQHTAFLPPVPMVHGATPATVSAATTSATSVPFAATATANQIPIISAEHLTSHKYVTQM
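MBNL1-His + Biotin-(CUG)12, cpd titration 92 nM–58 uM; Tb anti-His Ab 0.055 ng/ul, SA-XL665 5 nM (final); 60 min RT; ratiometric 665/545 nm, Ex 340 nm; normalized to buffer and full-complex controls.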
Coupling enz: coupling enzyme interference in Giardia aldolase counter-screen; coupling enzyme system counterscreen, AmpLite Red fluorescence; activity change, negative = inhibition, % at 58.2 µM, hits read low; actives 0.67% (n = 290,000); AID 2472; in the data active means activity change below about -30%; further: on the % scale 0 is the no-effect control and ±100 the full control effect
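First, compound is pin-transferred into glyceraldehyde-3-phosphate coupling-enzyme reagent at 57.5 uM final and held 10 min at RT. Next, substrate, coupling system and AmpLite Red are added. After 20 min RT, fluorescence (525/598 nm) is read.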
GALK inhibitor: inhibitors of human galactokinase; Purified GALK, Kinase-Glo residual ATP luminescence; AID 1868; actives 0.007% (n = 270,000); P51570; Potency, µM (highest dose often 57.5 µM), for inactives: at the highest dose activity change, negative = inhibition, hits mostly inhibitors; further: potency means the concentration at half of the fitted maximal effect; on the % scale 0 is the no-effect control and ±100 the full control effect
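The enzyme phosphorylates galactose (100 uM) using ATP (35 uM); inhibition is detected as higher residual ATP, quantified by bioluminescence after 1 h reaction at room temperature, pH 8.0.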
CXXC DNA block: inhibitors of human MLL CXXC domain-DNA interaction; MLL-CXXC / FITC-HOXA9 DNA fluorescence polarization; Potency, µM (highest dose often 115 µM), for the others: at the top dose activity change, negative = inhibition, most hits filed as inhibitors; actives 0.037% (n = 290,000); active means well fitted inhibition curve with a large enough effect in the polarisation, with a control signal flat, not every such curve was filed as active; inconclusive means small, poorly fitted or top-dose-only effect, or effect the other way, or a change in a side signal; inactive means no such curve, though single readings can be large or run the other way; the % refers to the polarisation; further: potency means the concentration at half of the fitted maximal effect
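Fluorescence polarization: 7 uM MLL-CXXC (stock) preincubated 5 min with compounds, then 50 nM fluorescein-HOX-A9 DNA (stock) added; 30 min ambient. Buffer 50 mM Tris-HCl pH 7.5, 50 mM NaCl, 1 mM DTT, 0.05% BSA.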
ASM inhibitor: human S-ASM enzyme inhibition; AID 504937; Potency, µM (top dose mostly 57.5 µM), for inactives: at the top dose activity change, negative = inhibition, actives largely listed as inhibitors; placental ASM, HMU-PC fluorogenic substrate, 60 min; actives 0.006% (n = 340,000); P17405; further: potency means the concentration at half of the fitted maximal effect
Target sequence (P17405 47-631 limits assumed): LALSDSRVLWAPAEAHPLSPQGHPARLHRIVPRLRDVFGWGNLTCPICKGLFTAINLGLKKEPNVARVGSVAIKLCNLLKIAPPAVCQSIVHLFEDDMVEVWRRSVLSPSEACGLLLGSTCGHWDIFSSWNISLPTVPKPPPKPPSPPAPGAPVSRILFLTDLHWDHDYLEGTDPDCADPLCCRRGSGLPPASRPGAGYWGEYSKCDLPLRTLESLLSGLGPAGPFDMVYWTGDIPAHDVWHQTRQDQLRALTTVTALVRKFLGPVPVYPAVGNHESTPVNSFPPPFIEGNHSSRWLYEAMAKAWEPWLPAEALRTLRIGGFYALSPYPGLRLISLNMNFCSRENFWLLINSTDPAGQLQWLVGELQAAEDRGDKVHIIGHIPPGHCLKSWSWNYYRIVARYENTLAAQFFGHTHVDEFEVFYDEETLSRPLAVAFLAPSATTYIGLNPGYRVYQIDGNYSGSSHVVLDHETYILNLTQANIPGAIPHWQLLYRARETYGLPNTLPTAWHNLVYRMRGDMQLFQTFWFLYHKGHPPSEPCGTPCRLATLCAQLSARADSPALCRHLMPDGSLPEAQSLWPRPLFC
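Steps: dispense placental human ASM, pin compound, wait 10 min at room temperature, add HMU-PC0 substrate at 9 uM final, incubate 60 min at 37 °C, add stop solution raising pH to 10, read fluorescence.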
TRPV1 agonist: human TRPV1 agonism; TRPV1-expressing cells, Fluo-8 calcium influx, agonist mode; activation, % at 8.33 µM; actives 0.19% (n = 320,000); in the data active means activation above about 80%; inconclusive means between about 30% and that limit; further: 0% is about no effect
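TRPV1-expressing cells were cultured overnight at 35.5C and loaded with Fluo-8 calcium dye for 40 to 90 min at room temperature. After a 10 s baseline, compound was added and calcium influx was read kinetically for 3 min (ex 480/em 520 nm).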
KCNH2 3.1 inh: blocks the human KCNH2 3.1 channel isoform. AID 720553. U2OS KCNH2 3.1, thallium flux FluxOr; hits give low values. actives 0.95% (n = 340,000). activity change, % (tested at about 1.8 µM);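 active means maximum activity change below -70%; inconclusive means maximum activity change from -70% to -50%; inactive means maximum activity change above -50%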;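 further: thallium influx rate constant from kinetic fluorescence after stimulation buffer; on the % scale 0 is the no-effect control and ±100 the full control effect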
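FluxOr-based Tl+ influx in U2OS cells transduced with KCNH2 3.1 virus; rate constants normalized to DMSO controls.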
Starred values were filed as active, the others as inactive; ? = inconclusive; nt = no result given; [ ] = remark or other dose. Unless noted, the call rests on the fitted dose curve; in most records, active means well fitted curve in the direction sought with a large enough effect; inconclusive means small, poorly fitted or top-dose-only effect, or another doubt; inactive means no such curve, though single readings can be large; an effect the other way counts as inactive or inconclusive. Not a hit list; about 2% have a hit in one of these screens.

SMILES	Integrin act MD	AT treatment	hERG WT inh	MBNL1 CUG block	Coupling enz	GALK inhibitor	CXXC DNA block	ASM inhibitor	TRPV1 agonist	KCNH2 3.1 inh
CCCNC(=O)C(Cc1ccccc1C)NC(=O)c1ccc(C#N)cc1 (stereo not given)	0.0%	6.2%	-9.0	nt	nt	nt	nt	-0.2%	5.7	-9.8
Cc1cc(C)c(C)c(S(=O)(=O)N2CCN(C(=O)c3ccc4c(=O)n5c(nc4c3)CCC5)CC2)c1C	-7.2%	-3.2%	-11.1	nt	nt	nt	nt	-3.4%	5.9	8.7
CCC1CCCCN1CCCNC(=O)CS(=O)Cc1nc(-c2ccc(OC)c(OC)c2)oc1C (stereo not given)	-24.6%	16.0%	23.6	-6.5%	nt	-7.6%	-7.3%	-11.1%	-5.8	20.0
CCCCC[C@@H]1C=C(C(=O)O)[C@H](c2ccc(Cl)c(Cl)c2)N1S(=O)(=O)c1ccc(C)cc1	-23.7%	1.3%	26.6	nt	nt	nt	nt	7.7%	nt	11.4
CCOC(=O)C1C(=O)NC(C(=O)OCC)(C(=O)OCC)C1C(C)CC (stereo not given)	0.9%	nt	-24.0	nt	nt	nt	nt	1.8%	nt	-1.2
Cc1onc(-c2ccccc2Cl)c1C(=O)Nc1ccccc1N1CCOCC1	-15.0%	3.8%	36.1	1.4%	-0.2	0.0%	-1.1%	-0.1%	12.3	-6.7
CS(=O)(=O)c1cccc(C(=O)Nc2ccc(-c3nc4ccccc4[nH]3)cc2)c1	-45.2%[inhibitor]	5.6%	7.8	8.4%	2.0	-0.1%	-18.3%	12.6%	-3.7	2.0
Cc1[nH]nc2c1C(c1ccc(O)cc1)C1=C(CC(C)(C)CC1=O)N2 (stereo not given)	25.4%	2.3%	12.3	-4.2%	3.2	0.1%	3.7%	5.1%	-1.9	-10.1
CCOC(=O)CSc1nnc(-c2ccoc2C)n1-c1ccc(C)cc1	-52.5%[inhibitor]	3.8%	3.0	1.3%	3.4	-4.4%	-0.3%	2.0%	19.5	4.4
NS(=O)(=O)c1cccc(NC(=O)CCCC2CCCCC2)c1	0.8%	-0.1%	-7.7	0.3%	1.0	9.6%	11.5%	-2.5%	?	-9.0
O=C(/C=C/c1ccc(N2CCCCC2)c([N+](=O)[O-])c1)c1ccc(S(=O)(=O)N2CCCC2)cc1	-17.9%	-3.0%	2.1	nt	1.2	-1.8%	-0.5%	-8.3%	-2.6	13.2
CC(C)COCC1CC2(CC(C)(c3csc(N)n3)OC2=O)C(=O)O1 (stereo not given)	0.5%	0.2%	-1.9	1.3%	-0.2	-0.2%	3.5%	4.9%	-1.1	7.3
C#CCOCCOCCOCCNc1nc(N2CCN(C(=O)CCCCCCCCCCNC(=O)[C@H]([C@@H](C)CC)n3cc(CCCCN=C(N)N)nn3)CC2)nc(N2CCN(C(=O)CCCCCCCCCCNC(=O)[C@H](CO)n3cc(CCCSC)nn3)CC2)n1	-43.5%	-12.1%	3.1	nt	nt	nt	nt	-27.2%	3.6	19.2
O=C(Nc1cccc(F)c1)C1CCN(C(=O)c2ccc(Cl)cc2)CC1	-5.9%	1.4%	-3.7	19.9%	1.7	-0.3%	-2.1%	-0.8%	29.1	-7.4
CCOc1ccc2nc(SCC(=O)N3CCCc4ccccc43)sc2c1	-6.6%	6.0%	-5.8	-6.8%	-0.5	-2.7%	7.9%	-12.7%	10.6	-1.6
COc1ccc(N2CCN(C(=O)COC(=O)c3cccc(OC)c3O)CC2)cc1	0.4%	2.6%	1.5	nt	nt	nt	nt	3.5%	nt	12.3
CC(=O)N1Cc2ccccc2CC1C(=O)OCC(=O)c1c(N)n(C)c(=O)n(C)c1=O (stereo not given)	2.4%	-4.5%	-12.4	nt	nt	nt	nt	21.2%	-2.1	4.0
CCOCCn1c(CN2CCc3ccccc3C2)nc2c1c(=O)n(C)c(=O)n2C	3.5%	5.1%	-1.8	-6.3%	5.0	8.4%	10.2%	3.1%	0.4	-3.3
Cc1ccc(NC(=O)CSc2n[nH]c(-c3ccncc3)n2)cc1	-18.7%	5.6%	-39.2	-9.3%	10.2	-4.4%	-0.9%	1.2%	-1.8	-21.9
COc1ccc(-c2oc(NC(=O)CSc3nncn3C)c(C#N)c2-c2ccc(OC)cc2)cc1	-46.5%[inhibitor]	-3.8%	-1.0	2.5%	2.9	0.6%	6.4%	-9.4%	2.5	1.2

In the list so far, 6 contain four or more nitrogen atoms.
SMILES	Integrin act MD	AT treatment	hERG WT inh	MBNL1 CUG block	Coupling enz	GALK inhibitor	CXXC DNA block	ASM inhibitor	TRPV1 agonist	KCNH2 3.1 inh
Cc1cc(C)c(C)c(S(=O)(=O)N2CCN(C(=O)c3ccc4c(=O)n5c(nc4c3)CCC5)CC2)c1C	-7.2%	-3.2%	-11.1	nt	nt	nt	nt	-3.4%	5.9	8.7
C#CCOCCOCCOCCNc1nc(N2CCN(C(=O)CCCCCCCCCCNC(=O)[C@H]([C@@H](C)CC)n3cc(CCCCN=C(N)N)nn3)CC2)nc(N2CCN(C(=O)CCCCCCCCCCNC(=O)[C@H](CO)n3cc(CCCSC)nn3)CC2)n1	-43.5%	-12.1%	3.1	nt	nt	nt	nt	-27.2%	3.6	19.2
CC(=O)N1Cc2ccccc2CC1C(=O)OCC(=O)c1c(N)n(C)c(=O)n(C)c1=O (stereo not given)	2.4%	-4.5%	-12.4	nt	nt	nt	nt	21.2%	-2.1	4.0
CCOCCn1c(CN2CCc3ccccc3C2)nc2c1c(=O)n(C)c(=O)n2C	3.5%	5.1%	-1.8	-6.3%	5.0	8.4%	10.2%	3.1%	0.4	-3.3
Cc1ccc(NC(=O)CSc2n[nH]c(-c3ccncc3)n2)cc1	-18.7%	5.6%	-39.2	-9.3%	10.2	-4.4%	-0.9%	1.2%	-1.8	-21.9
COc1ccc(-c2oc(NC(=O)CSc3nncn3C)c(C#N)c2-c2ccc(OC)cc2)cc1	-46.5%[inhibitor]	-3.8%	-1.0	2.5%	2.9	0.6%	6.4%	-9.4%	2.5	1.2

Entries of single compounds, quoted from the list.
CCC1CCCCN1CCCNC(=O)CS(=O)Cc1nc(-c2ccc(OC)c(OC)c2)oc1C (stereo not given) across the screens: Integrin act MD = -24.6%; AT treatment = 16.0%; hERG WT inh = 23.6; MBNL1 CUG block = -6.5%; Coupling enz = nt; GALK inhibitor = -7.6%; CXXC DNA block = -7.3%; ASM inhibitor = -11.1%; TRPV1 agonist = -5.8; KCNH2 3.1 inh = 20.0
Cc1cc(C)c(C)c(S(=O)(=O)N2CCN(C(=O)c3ccc4c(=O)n5c(nc4c3)CCC5)CC2)c1C across the screens: Integrin act MD = -7.2%; AT treatment = -3.2%; hERG WT inh = -11.1; MBNL1 CUG block = nt; Coupling enz = nt; GALK inhibitor = nt; CXXC DNA block = nt; ASM inhibitor = -3.4%; TRPV1 agonist = 5.9; KCNH2 3.1 inh = 8.7
